Assay outcomes from PubChem BioAssay.
P. falciparum M1AAP – P. falciparum M1AAP inhibitors, biochemical, fluorogenic H-Leu-NHMec substrate, 1536-well (AID 1445); inhibition, % at 30 µM, or IC50 in µM where a hit was titrated; recombinant M1AAP, H-Leu-NHMec fluorogenic kinetic assay; higher % means a stronger effect; actives 0.42% (n = 220,000);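 active = primary inhibition above the hit cutoff, then over 50% inhibition at one or more dose response concentrations, cut at about 23% in these data, passing the limit was not always enough; inconclusive = conflicting primary data, or primary hits not chosen for dose response; inactive = low primary inhibition, or under 50% at every dose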;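 note: plate controls were DMSO full reaction for no effect and no enzyme background for full effect; strong numbers were not always called active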
P. falciparum M17LAP – P. falciparum M17LAP inhibitors, primary screen, biochemical, fluorogenic H-Leu-NHMec substrate, 1536-well (AID 1619). recombinant M17LAP, H-Leu-NHMec fluorogenic kinetic assay; higher % means a stronger effect. inhibition, % at 30 µM; hits with a dose series show IC50 in µM. actives 0.38% (n = 220,000);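 active = compound inhibiting the enzyme by more than half at any dose during confirmatory dose-response retesting; inconclusive = strong single-dose inhibitors picked by rank but not retested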;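 note: plate controls were full reaction with DMSO carrier for no effect and no enzyme background for full effect; strong numbers were not always called active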
LYP phosphatase – PTPN22 lymphoid phosphatase activity blockers – biochemical, fluorescence intensity, uHTS (AID 1779). recombinant LYP phosphatase, fluorescence intensity; higher % means a stronger effect. inhibition, % at 11.5 µM, or IC50 in µM where a hit was titrated. actives 0.054% (n = 290,000);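 note: plate controls were vehicle with enzyme for no effect and no enzyme for full effect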
WT yeast gro inh – growth inhibition of WT yeast, mitochondrial fusion screen | mitochondrial fusion phenotypic screen, WT strain | inhibition, % at 10 µM | actives 2.1% (n = 190,000); in the data active = inhibition above about 58%; tested in S. cerevisiae
XIAP antagonists – small molecules displacing peptide from XIAP – biochemical, IAP family, fluorescence polarization (AID 1018); actives 0.007% (n = 200,000); XIAP BIR domain, fluorescence polarization peptide displacement; higher % means a stronger effect; displacement, % at 20 µM, or IC50 in µM where a hit was titrated; in the data active = displacement above about 50%; note: a part of the inactive calls stands beside numbers as strong as those of hits
TNAP activators – stimulation of alkaline phosphatase TNAP activity – biochemical, luminescent, no phosphate acceptor, uHTS, primary screen (AID 1001) | actives 0.03% (n = 200,000) | one-dose activation fold at 20 µM; EC50 in µM for titrated hits | purified TNAP, luminescent activation assay, no phosphate acceptor; higher activation fold means a stronger effect; in the data active = activation fold from about 3, or a potency from the dose series; inactive = the rest, 99 in 100 with activation fold below about 1.6; note: many of its hits are not listed in these tables
Yfh1-off respiration – mitochondrial function rescue without frataxin homolog – Friedreich's ataxia, plus single-dose screen, dose response (AID 1465) | S. cerevisiae Yfh1-off respiration, WST-1 reduction, 72 h; higher fold induction means a stronger effect | one-dose fold induction at 50 µM; EC50 in µM for titrated hits | actives 0.074% (n = 220,000);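 active = fold induction of absorbance versus untreated yeast above a set limit, then at least 30% activation at any dose in follow-up; inconclusive = repeats straddling the limit, or above it without dose testing; inactive = fold induction below the set limit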;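 note: activators that raise dye reduction in frataxin-depleted yeast; strong numbers were not always called active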
PMI inhibition – MPI inhibition at elevated mannose 6-phosphate – biochemical, fluorescence intensity, high mannose 6-phosphate, primary screen (AID 1220); actives 0.66% (n = 190,000); inhibition, % at 20 µM, or IC50 in µM where a hit was titrated; recombinant PMI enzyme, coupled fluorescence intensity; higher % means a stronger effect
PMI inhibitors – inhibitors of human PMI, primary screen, biochemical, fluorescence intensity, coupled assay (AID 1209); actives 0.42% (n = 190,000); inhibition, % at 20 µM, or IC50 in µM where a hit was titrated; purified PMI enzyme, coupled fluorescence intensity; higher % means a stronger effect;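 note: plate controls were DMSO vehicle for no effect and wells lacking substrate for full effect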
WT yeast gro inh mutant strain – second read-out of WT yeast gro inh, no call of its own (marks repeat the call); inhibition, %; mitochondrial fusion phenotypic screen, mutant strain inhibition
Starred values were filed as active, the others as inactive; i = inactive; ? = inconclusive; / = not tested or not shown; & = joins results of further samples; ! = not active in a repeat. Cut-off read from the data, not from the text of the source, unless noted: active = inhibition above about 50%; inactive = the rest.

(1) Cn1ncc(Br)c1C(=O)N1CCN(C(=O)c2ccco2)CC1
(2) CCOC(=O)c1cc(C#N)c(N2CCN(C)CC2)nc1-c1ccccc1
(3) O=C(Nc1ccc(S(=O)(=O)N2CCOCC2)cc1)c1cccs1
(4) CCOC(=O)C1C(C)=CC(=O)CC1c1ccco1 (stereo not given)
(5) O=[N+]([O-])c1cc(C(F)(F)F)ccc1NCCCN1CCOCC1
(6) C[C@H](NC(=O)NCCc1ccccc1)C(=O)O
(7) CN(C)c1ccc(/C=C/C=N/Nc2nc(N3CCOCC3)nc(N3CCOCC3)n2)cc1
(8) Cc1ccc(Cl)cc1N1CCN(C(=O)Cc2c(C(=O)O)[nH]c3ccccc23)CC1
(9) O=C(O)/C=C/C(=O)N1CCN(c2ccccc2F)CC1
(10) COC(=O)Cc1nc(Nc2ccccc2)sc1C
assay / entry,1,2,3,4,5,6,7,8,9,10
P. falciparum M1AAP,0%,9%,1%,8%,2%,0%,10%,-1%,-1%,6%
P. falciparum M17LAP,-3%,4%,-12%,-17%,5%,-4%,3%,14%,2%,-2%
LYP phosphatase,-9%,-4%,-8%,-4%,0%,-12%,-1%,-3%,-7%,0%
WT yeast gro inh,11,-8,6,12,-4,-12,10,-13,-3,/
WT yeast gro inh mutant strain,19,0,-1,7,35,-18,7,-11,-15,/
XIAP antagonists,3.6%,-9.7%,-6.5%,-4.4%,-1.7%,-6.4%,2.7%,-7.5%,-5.9%,/
TNAP activators,1.1,1,1.1,1,1,1.1,1.1,1,1.1,/
Yfh1-off respiration,i,i,i,i,i,i,i,i,i,i
PMI inhibition,-2%,2%,-4%,0%,-3%,-14%,9%,6%,3%,/
PMI inhibitors,-11%,-2%,2%,4%,-6%,-10%,7%,14%,4%,/

Record cards (already shown):
`CCOC(=O)C1C(C)=CC(=O)CC1c1ccco1` (stereo not given) as listed: P. falciparum M1AAP: 8%; P. falciparum M17LAP: -17%; LYP phosphatase: -4%; WT yeast gro inh: 12; WT yeast gro inh mutant strain: 7; XIAP antagonists: -4.4%; TNAP activators: 1; Yfh1-off respiration: i; PMI inhibition: 0%; PMI inhibitors: 4%
`O=C(Nc1ccc(S(=O)(=O)N2CCOCC2)cc1)c1cccs1` as listed: P. falciparum M1AAP: 1%; P. falciparum M17LAP: -12%; LYP phosphatase: -8%; WT yeast gro inh: 6; WT yeast gro inh mutant strain: -1; XIAP antagonists: -6.5%; TNAP activators: 1.1; Yfh1-off respiration: i; PMI inhibition: -4%; PMI inhibitors: 2%

New compounds follow.
(11) Nc1nc(SCC(=O)Nc2ccccc2Sc2ccccc2)n[nH]1
(12) CCOc1cc(/C=N/NC(=O)c2nn(C)cc2Br)ccc1OCc1ccccc1
(13) COc1ccc(C(=O)NNC(=O)C2CCCO2)cc1 (stereo not given)
(14) CCOC(=O)c1cnn(CCOC(=O)c2ccc(F)cc2)c1NC(=O)c1ccc(F)cc1
(15) COc1cc(/C=C/C(=O)c2ccc(F)cc2)cc(OC)c1OC
(16) Cc1cc2ccccc2n2c(SCC(=O)Nc3ccc(S(=O)(=O)N4CCCCC4)cc3)nnc12
(17) Cc1cc(/C=C(\C#N)C(=O)O)c(C)n1C1CC1
(18) O=C(NCC1CCCO1)c1cc(-c2ccncc2)nc2ccc(S(=O)(=O)N3CCOCC3)cc12 (stereo not given)
(19) Cc1nc(-c2cccc(NS(=O)(=O)c3ccc4ccccc4c3)c2)cs1
(20) COc1ccc([N+](=O)[O-])cc1NC(=O)CCN1CCN(CCO)CC1
assay / entry,11,12,13,14,15,16,17,18,19,20
P. falciparum M1AAP,6%,6%,1%,-2%,10%,4%,4%,6%,11%,-1%
P. falciparum M17LAP,11%,3%,-5%,9%,2%,3%,47%,11%,9%,10%
LYP phosphatase,3%,2%,-4%,5%,-3%,-8%,1%,2%,2%,2%
WT yeast gro inh,8,16,/,2,10,8,20,19,60*,-3
WT yeast gro inh mutant strain,15,4,/,-17,7,-12,-3,29,30*,11
XIAP antagonists,-1.9%,-4.9%,/,-1.0%,-8.6%,6.2%,-0.6%,-0.4%,-0.8%,1.2%
TNAP activators,1,1.1,/,1.4,1.1,1.2,1.2,1.1,1.1,1.1
Yfh1-off respiration,i,i,i,i,i,i,i,i,i,i
PMI inhibition,10%,1%,/,-5%,1%,-2%,-12%,15%,0%,8%
PMI inhibitors,10%,0%,/,6%,8%,12%,-9%,10%,6%,-2%

(21) Cc1ccc(N(CN2C(=O)NC(C)(C)C2=O)CN2C(=O)NC(C)(C)C2=O)cc1
(22) CCOC(=O)CNC(=O)c1cccnc1
(23) COc1ccccc1NC(=O)CC(c1ccc(OC(C)C)cc1)c1ccccc1OC (stereo not given)
(24) CC(C)(C)C(=O)O/N=C(\N)Cc1ccc(-c2csnn2)cc1
(25) Cc1ccc(N(Cc2ccc([N+](=O)[O-])cc2)C(=O)c2ccco2)cc1
(26) O=C(NCc1ccco1)/C(=C\C=C\c1ccccc1)NC(=O)c1ccccc1Br
(27) CN1CCc2c(OCC(=O)N3N=C(c4cccs4)CC3c3ccc(F)cc3)cccc2C1=O (stereo not given)
(28) O=C(O)c1cccc(-n2cccc2/C=C2/NC(=O)N(Cc3ccccc3F)C2=O)c1
(29) Cc1ccccc1OCC(=O)NNC(=S)NC(=O)c1ccccc1[N+](=O)[O-]
(30) O=C1C2CCCN2c2ccc(S(=O)(=O)N3CCOCC3)cc2N1Cc1cccc(C(F)(F)F)c1 (stereo not given)
assay / entry,21,22,23,24,25,26,27,28,29,30
P. falciparum M1AAP,4%,1%,3%,7%,-1%,4%,3%,9%,-7%,-1%
P. falciparum M17LAP,6%,0%,-19%,0%,30%,-3%,4%,53µM*,61%,3%
LYP phosphatase,-10%,-10%,7%,-4%,5%,12%,2%,6%,0%,-5%
WT yeast gro inh,3,2,5,/,5,10,13,3,-9,3
WT yeast gro inh mutant strain,6,1,-5,/,-6,6,2,2,-21,-1
XIAP antagonists,-2.0%,-1.1%,-8.6%,/,2.1%,-10%,0.5%,-8.3%,-2.9%,-1.8%
TNAP activators,1.1,1.2,1.1,/,1.1,1.1,1.1,1.1,2.3,1
Yfh1-off respiration,i,i,i,i,i,i,/,i,i,i
PMI inhibition,-5%,-5%,7%,/,-4%,6%,0%,5%,-12%,-26%
PMI inhibitors,2%,1%,18%,/,-7%,-1%,7%,-17%,-7%,-19%

(31) O=S(=O)(Nc1ccc(N2CCCCC2)cc1)c1ccc(F)cc1
(32) COC(=O)C1=C(C)Nc2nc(SCc3ccccc3)[nH]c(=O)c2C1c1cccs1 (stereo not given)
(33) COc1cccc(NC2SC(=O)N(c3ccccc3)C2=O)c1 (stereo not given)
(34) COc1ccc(NC(=O)CCC(=O)OCC(=O)c2ccc(Oc3ccc([N+](=O)[O-])cc3)cc2)cc1
(35) CCC(C)N1CCN(S(=O)(=O)c2ccc(NC(C)=O)cc2)CC1 (stereo not given)
(36) O=C(COC(=O)C12CC3CC(CC(C3)C1)C2)Nc1ncc(Cl)cc1Cl
(37) C#CCN1C(=O)C(O)(CC(=O)c2ccc3c(c2)OCCO3)c2ccccc21 (stereo not given)
(38) CC1CCC(C(C)C)C(OC(=O)Cn2c(-c3ccc(Br)cc3)[n+](C)c3ccccc32)C1 (stereo not given)
(39) COc1cc(/C=N/NC(=S)NCCN2CCOCC2)ccc1O
(40) CNC(=O)c1c(NC(=O)c2nc3ccccc3s2)sc2c1CCC2
assay / entry,31,32,33,34,35,36,37,38,39,40
P. falciparum M1AAP,-4%,2%,6%,8%,1%,6%,2%,-1%&4%,13%,40%
P. falciparum M17LAP,-6%,-18%,0%,-1%,0%,22%,13%,5%&-1%,54%,3%
LYP phosphatase,-2%,-4%,-2%,-4%,-6%,-8%,-9%,-4%&-8%,5%,6%
WT yeast gro inh,/,-7,-22,5,-1,2,8,66*!,0,13
WT yeast gro inh mutant strain,/,-6,0,3,9,-1,2,31*!,-3,6
XIAP antagonists,/,-1.5%,-3.2%,-5.7%,-4.7%,-5.7%,-3.5%,-6.3%&-6.0%,-10%,-16%
TNAP activators,/,1,1.2,1.1,1.1,1.1,1.1,1.1&1,1.1,0.9
Yfh1-off respiration,i,/,?,i,i,i,i,i,i,i
PMI inhibition,/,6%,10%,-2%,-1%,-2%,5%,-3%&1%,0%,7%
PMI inhibitors,/,11%,-2%,2%,6%,2%,-2%,-7%&3%,10%,13%

(41) CCN(CC)C(=O)CSc1nc2ccccc2c(=O)n1CCC(=O)NCCc1ccc(OC)c(OC)c1
(42) CCOCC(=O)Nc1cccc(OC)c1
(43) CC(=O)c1ccc(Sc2ccccc2N)c([N+](=O)[O-])c1
(44) O=C(CN1C(=O)c2ccccc2S1(=O)=O)N1CCN(c2ccccc2F)CC1
(45) CSc1nc(N)c2c(n1)OC(N)=C(C#N)C2c1cccnc1 (stereo not given)
(46) CCOC(=O)c1sc(NC(C)=O)nc1C
(47) O=C(Nc1ccc2nc(SCc3ccc(Cl)cc3)sc2c1)c1ccccc1C(=O)N1CCOCC1
(48) Cc1cccc(/C=N/NC(=O)CN2CCCCCCC2)c1
(49) Cc1ccc(CON=C2CCN(c3ncc(C(F)(F)F)cc3Cl)CC2)cc1
(50) CSc1nc2c(cc1C#N)CCC2
assay / entry,41,42,43,44,45,46,47,48,49,50
P. falciparum M1AAP,1%,6%,1%,8%,6%,10%,5%,4%,-1%,6%
P. falciparum M17LAP,-1%,5%,-10%,-7%,13%,3%,5%,25%,4%,-7%
LYP phosphatase,-2%,-4%,-7%,-7%,-6%,5%,4%,-2%,2%,-9%
WT yeast gro inh,-2,-2,/,-2,-9,/,57,-19,41,/
WT yeast gro inh mutant strain,0,-17,/,3,-23,/,1,-1,-15,/
XIAP antagonists,-80%,-9.7%,/,-4.9%,-2.7%,-4.2%,-8.5%,-9.0%,-3.2%,/
TNAP activators,1.2,1,/,1,1.1,1.1,1.1,1.1,1,/
Yfh1-off respiration,i,i,i,i,i,i,i,i,i,i
PMI inhibition,10%,2%,/,-10%,9%,-10%,16%,-3%,4%,/
PMI inhibitors,10%,-6%,/,-6%,10%,-2%,10%,1%,7%,/

(51) CCOC(=O)N1CCN(C(=O)CSc2nnc(Cc3cccn3C)n2CCc2ccccc2)CC1
(52) CC(=O)c1nc2ccccc2n1S(=O)(=O)c1ccc(C)cc1
(53) COc1ccc2c3c1OC1CC(O)C=CC31CCN(C)C2 (stereo not given)
(54) NC(=O)c1ccc(NC(=O)COC(=O)CCc2ccc(S(=O)(=O)N3CCCCC3)cc2)cc1
(55) O=C(Nc1cccnc1)c1noc2c1CCCC2
assay / entry,51,52,53,54,55
P. falciparum M1AAP,6%,5%,5%,1%,-1%
P. falciparum M17LAP,3%,10%,13%,9%,14%
LYP phosphatase,-7%,-5%,-4%&-7%,-4%,-1%
WT yeast gro inh,-1,8,/,-9,-6
WT yeast gro inh mutant strain,2,-3,/,-3,40
XIAP antagonists,-2.1%,-8.7%,/,0.3%,-9.4%
TNAP activators,1.1,1,/,1,1.1
Yfh1-off respiration,i,i,i,i,i
PMI inhibition,-2%,9%,/,17%,-3%
PMI inhibitors,4%,0%,/,9%,10%
